Source: PubChem
MKP-3 inhibition – MKP-3 phosphatase inhibitors, primary screen, biochemical, rat enzyme, in vitro (AID 425); recombinant MKP-3 phosphatase activity, fluorescence; higher % means a stronger effect; one-dose inhibition, % at 20 µM; IC50 in µM for titrated hits; 110,000 compounds, 0.17% hits; in the data active = inhibition above about 50%;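 also: plate controls were vehicle for no effect and reference inhibitor for full effect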
Hsp70 inhibitors – small molecules displacing fluorescent ligand from Hsp70 – biochemical, fluorescence polarization, primary screen (AID 583). Hsp70 fluorescence polarization probe displacement, mP; higher % means a stronger effect. displacement, % at 20 µM; hits with a dose series show IC50 in µM. 140,000 compounds, 0.06% hits; in the data active = displacement above about 50%;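 also: plate controls were vehicle for no effect and reference ligand for full effect; a part of the inactive calls stands beside numbers as strong as those of hits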
* hit, by the source's call; nt = not tested or not shown; & = joins results of further samples. These rows are one share of the data (hit frequency here may not be typical).

Start of the data: the first 6 compounds, to show the layout:
Below each compound – Hsp70 inhibitors	MKP-3 inhibition
1: Cn1nc(-c2ccc(OCC(=O)NCC3CCCO3)cc2)c2ccccc2c1=O (stereo not given)
  -3.8%	-9.4%
2: COc1ccc(NC(=O)N2CCN(S(C)(=O)=O)CC2)cc1OC
  1.2%	0.6%
3: COc1ccc(C(=O)Nn2c(SCC(=O)NCC3CCCO3)nc3ccccc3c2=O)cc1 (stereo not given)
  nt	-3.5%
4: Brc1ccc(C2C3=C(Nc4ncnn42)c2ccccc2OC3c2ccncc2)cc1 (stereo not given)
  3.2%	nt
5: CCOc1cc(S(=O)(=O)Nc2ccc(CC)cc2)ccc1Cl
  5.3%	nt
6: CC(=O)N1CCN(S(=O)(=O)c2ccc(C)cc2)C1C(C)C (stereo not given)
  -3.6%	-8.2%

The listing, from the first entry:
Below each compound – Hsp70 inhibitors	MKP-3 inhibition
1: Cn1nc(-c2ccc(OCC(=O)NCC3CCCO3)cc2)c2ccccc2c1=O (stereo not given)
  -3.8%	-9.4%
2: COc1ccc(NC(=O)N2CCN(S(C)(=O)=O)CC2)cc1OC
  1.2%	0.6%
3: COc1ccc(C(=O)Nn2c(SCC(=O)NCC3CCCO3)nc3ccccc3c2=O)cc1 (stereo not given)
  nt	-3.5%
4: Brc1ccc(C2C3=C(Nc4ncnn42)c2ccccc2OC3c2ccncc2)cc1 (stereo not given)
  3.2%	nt
5: CCOc1cc(S(=O)(=O)Nc2ccc(CC)cc2)ccc1Cl
  5.3%	nt
6: CC(=O)N1CCN(S(=O)(=O)c2ccc(C)cc2)C1C(C)C (stereo not given)
  -3.6%	-8.2%
7: O=C(NC1CCCC1)C1c2ccccc2C(=O)N1C1CCCCC1 (stereo not given)
  2.6%	0.0%
8: O=C(C1=C(O)C(=O)N(Cc2ccccc2)C1c1ccncc1)c1ccco1 (stereo not given)
  5.5%	-5.5%
9: CCCc1[nH]nc2c1C(c1ccc(OC)c(CSC3=NCCS3)c1)C(C#N)=C(N)O2 (stereo not given)
  2.5%	-16.0%
10: Cn1c(=O)c2cc(S(=O)(=O)NC(Cc3ccccc3)C(=O)NCc3ccco3)ccc2n(C)c1=O (stereo not given)
  -3.3%	-8.0%
11: O=S(=O)(c1ccc(Br)s1)N1CCC(Cc2ccccc2)CC1
  -7.3%	nt
12: CCOc1ccc(OCC)c(NC(=O)CSc2nc3c(c(=O)n(C)c(=O)n3C)n2C)c1
  -4.8%	-6.6%
13: CC(C)NC(=O)C(Cc1ccccc1)N1C(=O)c2ccccc2C1=O (stereo not given)
  -1.5%	nt
14: N#C/C(=C/c1cccc2ccccc12)c1ccc([N+](=O)[O-])cc1
  2.9%	0.2%
15: O=C1c2ccccc2C(=O)N1c1nc(-c2cccs2)cs1
  6.5%	-4.1%
16: CCCCn1c(=S)[nH]c2ccccc21
  0.3%	0.4%
17: CC(N)C12CC3CC(CC(O)(C3)C1)C2 (stereo not given)
  13.7%	nt
18: O=C(CSc1nnc(CNC(=O)c2ccco2)o1)c1ccccc1
  nt	-10.6%
19: CCCCCn1c(NC2CCCCC2)nc2c1c(=O)[nH]c(=O)n2C
  -9.3%	-12.1%
20: Cc1c(OCc2ccccc2)c(=O)ccn1Cc1ccccc1
  2.7%	9.3%
21: CCSc1nnc(NC(=O)CSc2nc3c(c(=O)n2CC)SC(C)C3)s1 (stereo not given)
  2.2%	-10.3%
22: CCOC(=O)C1=C(C)NC(C)=C(C(=O)OCC)C1c1ccc(OCC(N)=O)cc1
  0.2%	3.0%
23: Cc1ccc(C(=O)Nc2ccc3c4c(cccc24)CC3)cc1[N+](=O)[O-]
  -1.5%	2.4%
24: COC(=O)c1ccc(Cl)c(NC(C)=O)c1
  -3.1%	-7.7%
25: COc1cc(NS(=O)(=O)c2ccc(NC(=O)c3ccco3)cc2)nc(OC)n1
  3.8%	4.3%
26: O=C(CN(Cc1cccs1)C(=O)CNC(=O)c1ccco1)NC1CCCCC1
  -1.5%	-0.6%
27: COc1ccc(CNCc2ccccc2Cl)cc1OC
  -3.5%	1.9%
28: Cc1ccc(S(=O)(=O)NC(CC(=O)O)c2ccccc2)cc1 (stereo not given)
  5.5%	-0.8%
29: Cc1ccc(Cn2nnc3c(=O)[nH]c(C4CCCN(C(=O)Nc5ccc(F)cc5)C4)nc32)cc1 (stereo not given)
  -0.5%	2.9%
30: Cn1c(CSc2nc3ccccc3s2)nc2ccccc21
  -1.9%	-4.0%
31: CCCCN(CCCC)S(=O)(=O)c1ccc2oc(C(=O)N3CCOCC3)c(C)c2c1
  -1.1%	1.5%
32: O=C(NC1CCCCC1)N(Cc1ccccc1)Cc1ccco1
  0.6%&1.1%	-3.7%&3.2%
33: Cc1ccc(-c2ccc(C(=O)Nc3cccnc3)o2)cc1Cl
  -4.0%	3.8%
34: COc1ccc(CNC(=O)CN(c2c(C)n(C)n(-c3ccccc3)c2=O)S(=O)(=O)c2ccccc2)cc1
  -5.3%	4.0%
35: O=C(COc1ccc(Cl)cc1)Nc1ccc(-c2nc3ccccc3o2)c(O)c1
  -5.3%	2.3%
36: O=C(Cc1ccccc1)Nc1ccc(CN2CCOCC2)cc1
  -1.1%	-6.6%
37: CCN1C(=O)c2ccccc2S1(=O)=O
  6.7%	1.0%
38: C=CCNC(=O)C1CC(=O)N(c2ccc(OCC(=O)Nc3ccc(C)cc3)cc2)C1 (stereo not given)
  -1.1%	-4.7%
39: O=C(CSCc1ccc(F)cc1)Nc1nc2c(s1)CCCC2
  6.3%	nt
40: CCOC(=O)C1CCCN(C(=O)C2CCN(Cc3nc(-c4ccc(Cl)cc4)oc3C)CC2)C1 (stereo not given)
  -0.5%	6.4%
41: Cc1cc(NC(=O)CCCC(=O)OCC(F)(F)C(F)F)cc(C)c1C(=O)O
  -2.9%	0.0%
42: O=C1S/C(=C\c2ccc(Br)o2)C(=O)N1c1ccc(Cl)cc1
  -5.0%	-0.9%
43: Cn1nccc1C(=O)Nc1ccc(OC(=O)c2ccnn2C)cc1
  nt	5.8%
44: CCOC(=O)C1CCN(C(=O)c2ccc(I)cc2)CC1
  4.2%	-0.3%
45: Cc1cnc(C(=O)Nc2ccc(F)c(F)c2)cn1
  0.8%	-2.8%
46: CC1CC(C)(C)NC(C)c2ccccc21 (stereo not given)
  4.7%	-8.4%
47: COC(=O)c1cccc(NC(=O)C2C3CCC(C3)C2C(=O)O)c1 (stereo not given)
  -2.6%	-8.8%
48: CCOC(=O)c1c(C(=O)OCC)c(C)n(N2C(=O)CSC2=S)c1C
  2.4%	-0.1%
49: COc1ccc(CNC(=O)C2CCCN2S(=O)(=O)c2ccccc2)cc1 (stereo not given)
  -4.6%	-2.6%
50: COCCn1c(=O)[nH]c2cc(C(=O)NCCN3CCN(c4cccc(Cl)c4)CC3)ccc2c1=O
  4.2%	6.6%
51: CCOc1cc(/C=C2/SC(N)=NC2=O)ccc1OCc1ccc(F)cc1
  -16.9%	10.3%
52: O=C1CC(c2ccccc2)CC2=C1CN(C1CCCCC1)CN2 (stereo not given)
  3.6%	4.6%
53: Cn1cccc1C(=O)NC(=O)CSc1cccc[n+]1[O-]
  2.5%	-6.0%
54: Clc1cccc(C=Nc2ccc(N=Cc3cccc(Cl)c3Cl)cc2)c1Cl
  -2.5%	0.4%
55: Cc1nnc(SCC(=O)Nc2nc(-c3ccccc3)cs2)n1N
  5.4%	-1.5%
56: CCOc1ccc(C(NC(=O)c2ccccc2F)c2ccc(OC)c(OC)c2)cc1 (stereo not given)
  4.4%	4.4%
57: CCC(C#CCN1CCCCC1)(CC)OCCC#N
  4.4%&-0.5%	-4.3%&4.1%
58: CC(C)Cc1[nH]c(=O)c(C#N)c2c1CCCC2
  0.3%	-5.5%
59: COc1ccc(/C=C/C(=O)n2nc(C)cc2C)cc1
  -1.1%	1.7%
60: O=C(CN1CCCC1)NC1C2CC3CC(C2)CC1C3 (stereo not given)
  5.2%	nt

(continued)
Below each compound – Hsp70 inhibitors	MKP-3 inhibition
61: O=C(COc1ccc(Cl)cc1Br)NCC1CCCO1 (stereo not given)
  -5.1%	1.7%
62: COc1ccc(N(CC(=O)NC(C)(C)C)S(=O)(=O)c2ccc(C)cc2)cc1OC
  nt	2.4%
63: Cc1ccc(OCc2nc(-c3ccccn3)no2)cc1
  3.5%	nt
64: COc1ccc(CCNC(=O)Cn2nnc(-c3ccccc3F)n2)cc1OC
  4.1%	nt
65: C#CCOC(=O)C(NC(=O)c1ccccc1)=C1CCCCC1
  -0.1%	nt
66: CC(=O)c1c(NC(=O)C(C)C)nc(C)nc1-c1ccccc1
  -3.4%	-1.3%
67: CSc1ccc(NC(=O)NCCCN2CCN(c3ccccc3F)CC2)cc1
  0.5%	6.0%
68: O=C(O)c1ccc(-c2ccccc2)[nH]1
  -3.5%	-3.9%
69: CN1CCN(C2=NC(=O)/C(=C\c3cccc4c3OCO4)S2)CC1
  3.2%	4.5%
70: Cc1nc2ccccc2c(=O)n1/N=C/c1ccc(O)cc1
  0.6%	-3.8%
71: O=C(CN1C(=O)/C(=C\c2ccccc2F)SC1=S)Nc1ccc(C(=O)O)cc1
  -0.2%	4.9%
72: NC(=O)C1CCN(c2ccc(C(F)(F)F)cc2[N+](=O)[O-])CC1
  -0.9%	2.5%
73: COc1ccccc1OCc1ccc(C(=O)OCC2CCCO2)o1 (stereo not given)
  0.2%	3.1%
74: COc1cc(NC(=O)c2cc(Cl)c(OC)c(Cl)c2)ccc1NC(=O)c1ccco1
  -4.4%	2.2%
75: CC1CCC/C(=C\Nc2ccccc2C(=O)O)C1=O (stereo not given)
  -3.9%	-0.5%
76: CN=Cc1sc2ccccc2c1O
  -4.2%	8.0%
77: CCOC(=O)c1ccc2nc(C(F)(F)F)[nH]c(=O)c2c1
  4.8%	-11.1%
78: CN(C1CCS(=O)(=O)C1)S(=O)c1ccc2ccccc2c1 (stereo not given)
  3.4%	0.5%
79: CSc1nc(NC(C)(C)C)nc(Oc2ccc(=O)n(C)n2)n1
  1.5%	nt
80: COc1ccc(-c2nnc3sc(COc4ccccc4)nn23)cc1
  -4.5%	1.8%
81: Cn1nnnc1SCC(=O)NC(C)(C)C
  -0.5%	2.6%
82: CCOC(=O)/C=C/C(=O)Nc1nc(-c2ccccc2)cs1
  2.6%	2.7%
83: c1ccc2[nH]c(CSc3ncnc4c3oc3ccccc34)nc2c1
  9.6%	-3.9%
84: O=C(COc1ccc2ccccc2c1)Nc1cccc2cccnc12
  5.6%	nt
85: Cc1cc(OCCN2CCCCC2)ccc1Cl
  1.2%	5.0%
86: Cn1nc(C(F)(F)F)c2cc(NC(=O)OCC(C)(C)C)sc21
  4.8%	nt
87: CC(C)(C)OC(=O)COc1ccc2cc(-c3nc4ccccc4s3)c(=O)oc2c1
  14.8%	0.9%
88: CCS/C(=N/Nc1cccc(Cl)c1C)C(C)=O
  2.7%	-0.8%
89: O=C(O)C1CCCCC1C(=O)Nc1nc2ccccc2s1 (stereo not given)
  4.6%	3.6%
90: CCC(C)(C)NC(=O)c1cc(C(=O)OC)cc([N+](=O)[O-])c1
  3.6%	nt
91: Cc1ccc(N2C(=O)CC(Sc3ncccn3)C2=O)cc1 (stereo not given)
  -8.6%	0.1%
92: CCc1cc2c(SCC(=O)c3ccccc3)ncnc2s1
  -1.1%	nt
93: Cc1c(C(=O)NCc2ccccc2)oc2ccc(S(=O)(=O)N3CCCC3)cc12
  5.7%	-9.4%
94: CC(NC(=O)NC1CCCCC1)C(c1cccs1)N1CCN(C)CC1 (stereo not given)
  -4.9%	-4.0%
95: CCN(CC)C(=O)CSc1nc2c(sc(=S)n2Cc2ccco2)c(=O)n1-c1ccccc1
  4.4%	nt
96: N#Cc1nn(-c2ccccc2)nc1N1CCCCC1
  0.8%	-1.5%
97: O=C(NCCN1CCCCCC1)c1ccc(CS(=O)(=O)c2ccc(Br)cc2)o1
  nt	-1.4%
98: O=C(NCc1cccs1)Nc1ccc(Cl)cc1
  -4.1%	nt
99: Cc1ccc(S(=O)(=O)N2CCCC(C(=O)NCCCN3CCCCC3C)C2)cc1 (stereo not given)
  -4.5%	5.1%
100: CC(C)CNC(=O)c1nc(-c2ccccc2)n(-c2ccccc2)n1
  -10.2%	nt
101: O=C(Cn1nc(-c2ccc(Cl)cc2)c2ccccc2c1=O)NCC1CCCO1 (stereo not given)
  -3.5%	nt
102: O=C1/C(=C/c2ccc(Cl)cc2)SC(=S)N1C1CCCCC1
  0.2%	3.8%
103: COc1ccc(OC(C)C(=O)Nc2ccc([N+](=O)[O-])cc2OC)cc1 (stereo not given)
  1.4%	2.7%
104: CCOc1ccc(N/C=C(/C#N)c2nc(-c3ccc(F)cc3)cs2)cc1
  -2.7%	3.1%
105: COc1ccc(-c2[nH]ncc2-c2cnc(C)s2)c(O)c1
  0.0%	0.7%
106: O=C(CSc1nnnn1C1CCCCC1)N1CCCC1
  5.4%	-0.3%
107: CCN(CC)C(=O)c1ccccc1NC(=O)c1ccccc1
  -5.5%	4.6%
108: CCOC(=O)C(CCOc1ccc(Cl)c(C)c1)C(=O)OCC
  2.6%	2.3%
109: NC(N)=NS(=O)(=O)c1ccc(NC(=S)NC(=O)/C=C/c2ccc(Br)cc2)cc1
  -1.9%	9.7%
110: CCOC(=O)c1cccc(NC(=O)CSc2nnnn2C)c1
  0.1%	2.9%
111: CCCC1CC(C)(C(=O)Cn2[nH]c(=O)ccc2=O)OC1=O (stereo not given)
  -3.6%	-6.0%
112: O=C(Oc1cccc2c(OC(=O)N3CCCC3)cccc12)N1CCCC1
  -6.2%	nt
113: CCCCCCCSc1nsc(N)n1
  10.0%	nt
114: COc1cccc(N2CC(C(=O)NC3CCCCC3)CC2=O)c1 (stereo not given)
  2.7%	-13.4%
115: CC(C)CC1(C)NC(=O)N(CC(=O)NC(=O)Nc2ccc3c(c2)OCCO3)C1=O (stereo not given)
  -1.8%	-0.7%
116: Cn1c(=O)cc(OCCCC(=O)N2CCN(c3ccccc3)CC2)c2ccccc21
  2.6%	3.3%
117: O=C(O)C1CCCN1c1ncnc2c1oc1ccccc12 (stereo not given)
  0.2%	-2.7%
